SIAH1 antagonists – Siah-1 peptide-binding antagonists, primary screen, biochemical, fluorescence polarization, rhodamine-plectin, uHTS (AID 1817); actives 0.02% (n = 290,000); Siah-1 / rhodamine-plectin peptide fluorescence polarization; higher % means a stronger effect; displacement, % at 20 µM; hits with a dose series show IC50 in µM;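 active means displacement of at least 50% at 20 µM, with a fluorescence ratio check between 0.3 and a set limit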;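 further: plate controls were Siah plus tracer with DMSO for no effect and tracer alone without Siah for full effect; strong numbers were not always called active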
XIAP antagonists – small molecules displacing peptide from XIAP – biochemical, IAP family, fluorescence polarization (AID 1018); XIAP BIR domain, fluorescence polarization peptide displacement; higher % means a stronger effect; displacement, % at 20 µM, or IC50 in µM where a hit was titrated; actives 0.007% (n = 200,000); in the data active means displacement above about 50%; further: a part of the inactive calls stands beside numbers as strong as those of hits
P. falciparum M1AAP – P. falciparum M1AAP inhibitors, biochemical, fluorogenic H-Leu-NHMec substrate, 1536-well (AID 1445); recombinant M1AAP, H-Leu-NHMec fluorogenic kinetic assay; higher % means a stronger effect; one-dose inhibition, % at 30 µM; IC50 in µM for titrated hits; actives 0.42% (n = 220,000);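 active means primary inhibition above the hit cutoff, then over 50% inhibition at one or more dose response concentrations, cut at about 23% in these data, passing the limit was not always enough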;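 further: plate controls were DMSO full reaction for no effect and no enzyme background for full effect; strong numbers were not always called active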
AID2073 – disruptors of CaV2.2 binding to Mint1 – biochemical, HTRF (AID 2073); HTRF protein-protein interaction, Mint1-CaV2.2; higher % means a stronger effect; one-dose inhibition, % at 20 µM; IC50 in µM for titrated hits; actives 0.19% (n = 290,000); in the data active means inhibition mostly above about 51%, no sharp cut-off; further: some results filed as inactive read as strong as hits
PMI inhibitors – MPI enzyme activity inhibition – biochemical, fluorescence intensity, coupled assay, primary screen (AID 1209). actives 0.42% (n = 190,000). purified PMI enzyme, coupled fluorescence intensity; higher % means a stronger effect. inhibition, % at 20 µM, or IC50 in µM where a hit was titrated;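 further: plate controls were DMSO vehicle for no effect and wells lacking substrate for full effect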
M17LAP inhibition – P. falciparum M17LAP inhibitors, primary screen, biochemical, fluorogenic H-Leu-NHMec substrate, 1536-well (AID 1619) | one-dose inhibition, % at 30 µM; IC50 in µM for titrated hits | actives 0.38% (n = 220,000) | recombinant M17LAP, H-Leu-NHMec fluorogenic kinetic assay; higher % means a stronger effect;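 active means compound inhibiting the enzyme by more than half at any dose during confirmatory dose-response retesting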;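 further: plate controls were full reaction with DMSO carrier for no effect and no enzyme background for full effect; strong numbers were not always called active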
LYP phosphatase – PTPN22 lymphoid phosphatase activity blockers – biochemical, fluorescence intensity, uHTS (AID 1779); inhibition, % at 11.5 µM; hits with a dose series show IC50 in µM; recombinant LYP phosphatase, fluorescence intensity; higher % means a stronger effect; actives 0.054% (n = 290,000);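 further: plate controls were vehicle with enzyme for no effect and no enzyme for full effect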
Dynein cargo inh – dynein cargo transport inhibition | AID 1381 | 3617.4 mouse cells, GR-EGFP nuclear translocation imaging; test concentration mostly 20 µM; stimulated with dexamethasone, 1 µM; stronger effect = lower value | actives 0.47% (n = 220,000) | z-score, hits read low;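 active means plate z-score of nuclear minus cytoplasmic receptor signal below a set negative limit, without overly bright fluorescence or cell loss, cut at about -3.5 in these data, passing the limit was not always enough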;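 further: z-score of nuclear minus cytoplasmic ring GR-EGFP intensity difference per well; some compounds called inactive have numbers as strong as hits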
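Buffer or medium: tetracycline-free induction medium containing charcoal-stripped FBS / Reagent: dexamethasone agonist, 1.0 µM final, for 30 min / Technique: automated 10x imaging of fixed Hoechst-stained cells / Times: induction 48 h, compound 1 h, agonist 30 min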
human PMI inhibitors – MPI inhibition at elevated mannose 6-phosphate – biochemical, fluorescence intensity, high mannose 6-phosphate, primary screen (AID 1220); recombinant PMI enzyme, coupled fluorescence intensity; higher % means a stronger effect; inhibition, % at 20 µM; hits with a dose series show IC50 in µM; actives 0.66% (n = 190,000)
Dynein cargo inh cytoplasmic EGFP – also measured in Dynein cargo inh; calls as there; z-score; measured here: cytoplasmic GR-EGFP intensity; stronger effect = higher value
Dynein cargo inh nuclear GR-EGFP – second read-out of Dynein cargo inh, no call of its own (marks repeat the call); z-score; measured here: nuclear GR-EGFP intensity;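 lower value marks the stronger effect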
Dynein cargo inh cell count – further read-out of Dynein cargo inh, marked with its call; z-score; measured here: cell count per field
The depositor's hits bear a star; / = not tested or not shown. Unless noted, no stated cut-off is given here; in the data, active means inhibition above about 50%; inactive means the rest.

SMILES	SIAH1 antagonists	XIAP antagonists	P. falciparum M1AAP	AID2073	PMI inhibitors	M17LAP inhibition	LYP phosphatase	Dynein cargo inh	Dynein cargo inh cytoplasmic EGFP	Dynein cargo inh nuclear GR-EGFP	Dynein cargo inh cell count	human PMI inhibitors
O=C(CCCN1C(=O)c2ccccc2C1=O)Nc1ccccn1	14%	-2.3%	1%	4%	4%	-6%	-4%	-0.8	-0.29	-0.17	0.52	2%
COc1ccc(-c2cn3cc(C)ccc3n2)cc1Br	-4%	0.9%	5%	5%	-7%	5%	0%	-1.1	0.0076	-0.33	1.1	6%
Cc1cc(C)nc(NC(=O)c2c(C(=O)O)noc2C)n1	0%	-4.0%	5%	-11%	-20%	-12%	2%	-0.17	-0.17	-0.044	-0.2	-10%
Cn1c(N)c(C(=O)CSc2ncn[nH]2)c(=O)n(C)c1=O	21%	/	3%	23%	/	-3%	-5%	0.61	-0.27	0.0021	-0.45	/
Cc1noc(NS(=O)(=O)c2ccc(N)cc2)c1C	0%	-7.2%	-3%	-4%	6%	18%	-4%	-0.33	-0.23	0.024	0.64	3%
Cc1cccc(N/C=C(\[N+](=O)[O-])S(=O)(=O)c2ccccc2)c1	20%	-6.5%	7%	0%	-12%	-11%	0%	-0.13	-0.19	-0.15	0.36	-7%
CC(=O)c1cccc(NC(=O)CN(c2cccc(F)c2)S(C)(=O)=O)c1	-2%	1.7%	-1%	-2%	16%	-1%	-2%	0.1	-0.28	-0.0019	-0.37	12%
Cc1ccc(-c2csc(NC(=O)c3ccno3)n2)cc1	-7%	-5.3%	14%	8%	-19%	10%	-1%	0.072	-0.048	0.32	0.16	-36%
O=C(Cn1cnc2c(cnn2-c2ccc(F)cc2)c1=O)NCc1ccco1	3%	-5.6%	6%	13%	-1%	1%	-3%	-0.29	-0.21	0.19	-0.16	-10%
Cn1cc(SCC(=O)NCc2ccc3c(c2)OCO3)c2ccccc21	2%	-9.0%	4%	6%	20%	-6%	0%	-0.67	-0.036	0.011	0.84	21%
Cc1sc(NC(=O)C2CCCCC2C(=O)O)c(C(N)=O)c1-c1ccc(C(C)C)cc1 (stereo unspecified)	2%	-3.8%	6%	-2%	4%	7.2µM*	3%	-0.39	-0.21	-0.31	-0.16	1%
O=C(Cc1ccccc1)NNC(=O)Nc1ccc(Cl)c(Cl)c1	2%	0.4%	9%	1%	1%	17%	-5%	2.3	-0.044	2.7	-2.1	2%
CCCCCCn1c(CN2CCN(C(=O)c3ccco3)CC2)nc2c1c(=O)n(C)c(=O)n2C	-10%	-5.1%	7%	15%	-22%	14%	-6%	0.6	-0.2	0.57	0.19	-20%
CCCc1ncc(C(O)c2cccc(OC)c2)n1C (stereo unspecified)	1%	/	2%	10%	/	5%	1%	0.53	-0.28	0.16	-0.2	/
O=c1[nH]ncc(N2CCN(C(c3ccccc3)c3ccccc3)CC2)c1Cl	2%	-4.8%	-1%	8%	15%	1%	3%	-0.7	-0.32	-0.81	0.57	15%
O=C(CCC1CCCN(C(=O)CCCc2ccccc2)C1)N1CCN(c2ccccn2)CC1 (stereo unspecified)	12%	/	-1%	-17%	/	-4%	-3%	0.62	-0.21	0.18	-0.16	/
COc1ccc(S(=O)(=O)NCc2c(-c3ccccc3)noc2C)c(OC)c1	-4%	/	-7%	7%	/	-6%	-6%	0.015	-0.26	-0.078	0.3	/
CC(C)Cc1nc2oc3c(=O)[nH]cnc3c2c2c1CCC2	-4%	1.8%	2%	-3%	2%	-13%	-6%	0.038	-0.083	0.17	0.19	15%
Oc1ccc(N=Nc2n[nH]c(-c3ccc(Br)cc3)n2)cc1	6%	-14%	14%	3%	6%	8%	-10%	1.5	-0.22	1.1	-1.4	3%
CN1C(=O)[C@@H]2[C@@H]3C[C@@H]([C@H]4ON=C(c5ccc(Cl)cc5)[C@@H]34)[C@@H]2C1=O	4%	-6.6%	8%	2%	10%	13%	-9%	0.81	-0.02	1.1	-2.3	4%

An excerpt from above, showing only Dynein cargo inh cell count and M17LAP inhibition.
structure	Dynein cargo inh cell count	M17LAP inhibition
Cn1c(N)c(C(=O)CSc2ncn[nH]2)c(=O)n(C)c1=O	-0.45	-3%
Cc1noc(NS(=O)(=O)c2ccc(N)cc2)c1C	0.64	18%
Cc1cccc(N/C=C(\[N+](=O)[O-])S(=O)(=O)c2ccccc2)c1	0.36	-11%
CC(=O)c1cccc(NC(=O)CN(c2cccc(F)c2)S(C)(=O)=O)c1	-0.37	-1%
Cc1ccc(-c2csc(NC(=O)c3ccno3)n2)cc1	0.16	10%
O=C(Cn1cnc2c(cnn2-c2ccc(F)cc2)c1=O)NCc1ccco1	-0.16	1%
Cn1cc(SCC(=O)NCc2ccc3c(c2)OCO3)c2ccccc21	0.84	-6%

Next section
SMILES	SIAH1 antagonists	XIAP antagonists	P. falciparum M1AAP	AID2073	PMI inhibitors	M17LAP inhibition	LYP phosphatase	Dynein cargo inh	Dynein cargo inh cytoplasmic EGFP	Dynein cargo inh nuclear GR-EGFP	Dynein cargo inh cell count	human PMI inhibitors
Cc1cc(F)ccc1NC(=O)c1cccnc1	2%	-3.8%	2%	12%	-2%	-3%	-2%	0.00039	-0.34	0.27	-0.21	13%
COc1ccccc1OCc1nc(-c2cccc([N+](=O)[O-])c2)no1	2%	-7.0%	0%	-10%	3%	-6%	3%	-0.66	-0.37	0.023	0.82	6%
O=C(Nc1ccccc1N1CCOCC1)C1Cc2ccccc2CN1C(=O)c1ccco1 (stereo unspecified)	5%	-1.9%	13%	2%	3%	3%	-5%	0.24	0.12	0.48	-0.26	-4%
O=C(CCCN1C(=O)/C(=C/c2cccc(Br)c2)SC1=S)Nc1ccccn1	8%	3.6%	2%	1%	8%	-10%	6%	-0.84	-0.48	-0.51	0.58	4%
Cc1cc(C[n+]2ccsc2N)c2ncccc2c1	0%	/	7%	12%	/	4%	5%	-0.9	-0.73	-0.7	0.52	/
CC1CC2(CC(C)(C(=O)CSc3nc4ccccc4s3)OC2=O)C(=O)O1 (stereo unspecified)	6%	-4.1%	4%	-6%	20%	14%	-7%	-0.58	-0.27	-0.24	0.73	8%
O=C(O)CCC(=O)NCC1OCCc2ccccc21 (stereo unspecified)	0%	-6.1%	-2%	2%	-7%	7%	-9%	-0.089	-0.16	-0.16	0.38	-21%
CC1CCc2sc(C(=O)Nc3ccc(N4CCOCC4)cc3)cc2C1 (stereo unspecified)	-4%	-7.2%	-2%	21%	15%	2%	13%	0.29	-0.31	-0.43	-1.3	20%
C/C(=N\O)c1cccc(Br)c1	3%	/	1%	-12%	/	-3%	-5%	0.62	-0.26	0.23	0.066	/
COc1cccc(/C=N/NC(=O)c2ccc3nc[nH]c3c2)c1	-5%	/	-5%	-1%	/	-4%	-9%	0.21	-0.0027	0.092	0.39	/
CCCCC(=O)Nc1nc2c(OC)cc([N+](=O)[O-])cc2s1	5%	0.2%	-4%	-3%	2%	-1%	-1%	0.6	-0.34	0.48	-0.18	26%
Fc1ccc(N2CCN(Cc3cnc(Oc4ccc(Br)cc4)s3)CC2)cc1	-7%	-2.1%	9%	6%	-5%	2%	-6%	0.22	0.27	0.055	-0.3	-9%
Cc1ccc([N+](=O)[O-])cc1-c1[nH]c(-c2ccc(O)c(O)c2)nc1-c1ccccc1	-4%	-6.1%	7%	-5%	52%*	10%	-3%	-1.8	0.71	-0.89	-0.23	45%
Cc1ccc(S(=O)(=O)N(CC(=O)N2CCOCC2)C2CCCCC2)cc1	2%	-1.2%	-3%	-7%	-4%	7%	3%	0.46	-0.3	0.5	0.12	-2%
CCC1(c2ccc(F)cc2)NC(=O)N(CC(=O)Nc2cc(S(=O)(=O)N(C)C)ccc2Cl)C1=O (stereo unspecified)	0%	0.1%	4%	30%	8%	3%	-5%	0.14	-0.38	-0.26	-0.22	4%
CS(=O)(=O)N(CC(=O)O)c1cccc(Cl)c1	-2%	-4.0%	2%	0%	6%	5%	-3%	-0.46	-0.27	-0.15	-0.22	6%
Fc1ccc(C2=Nn3c(nnc3-c3n[nH]c4c3CCC4)SC2)cc1	-1%	-1.5%	7%	-2%	9%	3%	-2%	-0.79	-0.32	-0.3	-0.43	12%
CC(C)C(NS(=O)(=O)c1ccc2c3c(cccc13)C(=O)N2)C(=O)O (stereo unspecified)	0%	-2.1%	/	31%	3%	/	-7%	-0.83	-0.16	-0.39	-0.17	29%
CCCCC1CC(/C(C)=N/NC(N)=O)OC1=O (stereo unspecified)	8%	1.3%	2%	-1%	11%	7%	-11%	1.3	-0.23	-0.59	-0.41	5%
COc1ccc(C(=O)OC(COc2ccccc2)Cn2ccnc2)cc1 (stereo unspecified)	11%	-2.6%	3%	7%	-22%	-1%	1%	-0.59	-0.28	0.013	0.59	-19%

A portion of the results above, for reference:
SMILES	SIAH1 antagonists	XIAP antagonists	P. falciparum M1AAP	AID2073	PMI inhibitors	M17LAP inhibition	LYP phosphatase	Dynein cargo inh	Dynein cargo inh cytoplasmic EGFP	Dynein cargo inh nuclear GR-EGFP	Dynein cargo inh cell count	human PMI inhibitors
CCCCC1CC(/C(C)=N/NC(N)=O)OC1=O (stereo unspecified)	8%	1.3%	2%	-1%	11%	7%	-11%	1.3	-0.23	-0.59	-0.41	5%
COc1ccc(C(=O)OC(COc2ccccc2)Cn2ccnc2)cc1 (stereo unspecified)	11%	-2.6%	3%	7%	-22%	-1%	1%	-0.59	-0.28	0.013	0.59	-19%
